NF-kB expr up = raises NF-kB expression in human neuronal cells; NF-kB reporter expression; hits give high values; fold change at 12.5 µM; 190,000 compounds, 1.6% hits; in the data active means fold change above about 3.3
PMI act hi M6P = increases human PMI activity with near-saturating mannose 6-phosphate; 190,000 compounds, 0.34% hits; coupled PMI enzyme assay, resazurin fluorescence, 20 min; hits give high values; 1 = untreated enzyme, 0 = substrate-free blank; activation factor at 20 µM; AID 1216; P34949;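 active means activation factor of 2 or more at 20 µM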
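Test system: Human PMI in coupled enzyme assay | Input: 15 ng/mL PMI | Medium: HEPES-buffered pH 7.4 with magnesium and detergent | Compound: One concentration, 20 µM, in 1% DMSO | Incubation: Enzyme reaction with compound 20 min at room temperature | Detection: Diaphorase-driven resazurin-to-resorufin fluorescence, excitation 544, emission 590 nm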
FLuc act counter = firefly luciferase counter-screen for stimulation assays; 200,000 tested, under 10 active; activation factor at 10 µM; AID 1027; P08659; ATPlite luciferase biochemical, luminescence, 10 min; 0 = ATP-free wells, 1 = DMSO control;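 active means luciferase activation factor, scaled between plate controls, of at least 2 with compound at 10 µM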
Target sequence (P08659 whole entry, looked up): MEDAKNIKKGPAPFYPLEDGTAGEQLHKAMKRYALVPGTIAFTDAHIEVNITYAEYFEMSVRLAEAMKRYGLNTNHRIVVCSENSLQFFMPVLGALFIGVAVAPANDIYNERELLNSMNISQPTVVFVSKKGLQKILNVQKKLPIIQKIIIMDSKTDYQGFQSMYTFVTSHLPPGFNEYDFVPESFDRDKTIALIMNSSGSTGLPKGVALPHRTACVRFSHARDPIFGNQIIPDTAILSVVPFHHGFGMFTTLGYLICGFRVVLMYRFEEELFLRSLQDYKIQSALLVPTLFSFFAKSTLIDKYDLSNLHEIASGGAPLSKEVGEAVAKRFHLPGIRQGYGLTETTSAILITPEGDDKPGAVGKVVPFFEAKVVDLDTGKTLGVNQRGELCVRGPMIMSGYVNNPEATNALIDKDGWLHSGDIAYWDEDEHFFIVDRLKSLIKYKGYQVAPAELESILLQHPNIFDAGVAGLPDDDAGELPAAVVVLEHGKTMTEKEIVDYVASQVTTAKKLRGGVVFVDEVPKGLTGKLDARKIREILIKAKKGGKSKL
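System: luciferase plus luciferin reagent, cell-free; medium: PBS as buffer for the ATP substrate; dosing: test compounds dosed from 2 mM stocks in 100% DMSO; timing: 10 min post-reagent at room temperature; measured by: luminescence measurement of luciferase light output; evaluation: luciferase activation, seen as luminescence increase over controls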
bIAP activator = increases bovine intestinal alkaline phosphatase activity; activation factor at 20 µM; 200,000 compounds, 0.17% hits; AID 1016; purified bovine IAP, CDP-star luminescence, 30 min; hits give high values; fold of DMSO-control signal, blank-subtracted;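 active means activation factor of 2 or more at 20 µM, a signal rise over negative controls twice the positive control's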
APP 5'UTR act = activates APP 5'UTR luciferase reporter; AID 1276; activation, % at 2 µM; SH-SY5Y APP 5'UTR luciferase reporter, luminescence; zero percent = DMSO vehicle wells; 190,000 compounds, 1% hits;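 active means activation above a set limit, based on mean plus 3 SD of controls, cut at about 140% in these data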; further: values of inactives mirror those of a sister screen read the other way
TNAP act hi DEA = TNAP (human) activation, high acceptor; P05186; purified TNAP, CDP-star luminescence, 1 M DEA, 30 min; hits give high values; 0 = EDTA background, 1 = DMSO-only activity; activation factor at 20 µM; 200,000 tested, under 10 active; AID 1136;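 active means activation factor at least 2 at 20 µM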
Target sequence (P05186 whole entry, looked up): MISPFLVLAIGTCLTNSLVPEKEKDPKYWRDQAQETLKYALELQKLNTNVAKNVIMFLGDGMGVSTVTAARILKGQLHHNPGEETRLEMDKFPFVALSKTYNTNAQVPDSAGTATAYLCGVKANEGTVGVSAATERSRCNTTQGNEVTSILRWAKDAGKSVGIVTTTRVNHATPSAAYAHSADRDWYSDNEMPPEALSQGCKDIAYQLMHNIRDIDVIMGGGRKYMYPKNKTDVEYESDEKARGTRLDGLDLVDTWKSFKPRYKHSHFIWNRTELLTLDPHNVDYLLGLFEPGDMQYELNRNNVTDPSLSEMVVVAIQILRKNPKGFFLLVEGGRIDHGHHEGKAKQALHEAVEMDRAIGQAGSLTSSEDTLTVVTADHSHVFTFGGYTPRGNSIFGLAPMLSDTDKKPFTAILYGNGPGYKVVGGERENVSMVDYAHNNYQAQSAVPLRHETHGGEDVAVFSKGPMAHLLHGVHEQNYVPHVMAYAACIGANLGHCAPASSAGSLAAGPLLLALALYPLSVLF
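Test system – human TNAP · Doses – 20 µM single point · Incubation – 30 min, room temperature · Signal – luminescent substrate turnover signal · Read-out basis – activation factor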
PMI activator = phosphomannose isomerase (human) activation | AID 1214 | activation factor at 20 µM | P34949 | 190,000 compounds, 0.005% hits | purified human PMI, coupled resazurin fluorescence, 20 min; hits give high values; 1 = vehicle control, 0 substrate-free wells;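 active means activation factor of 2 or more at 20 µM, relative to plate controls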
TNAP inh noacc = inhibitors of human TNAP without phosphate acceptor; inhibition, % at 20 µM; AID 1012; P05186; 200,000 compounds, 0.26% hits; purified TNAP, CDP-star luminescence, 30 min;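 active means tissue-nonspecific alkaline phosphatase inhibition above about 50% at 20 µM in the single-dose screen, limit read from the data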;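 further: 0% = DMSO negative control and 100% = EDTA positive control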
TNAP inh hi DEA = TNAP (human) inhibition, high acceptor; P05186; purified TNAP, CDP-star luminescence, 1 M DEA; inhibition, % at 20 µM; 200,000 compounds, 0.03% hits; AID 1135;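 active means over 50% inhibition of tissue-nonspecific alkaline phosphatase at 20 µM in the single-dose screen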;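 further: plate controls were DMSO wells for no effect and EDTA-quenched wells as full inhibition for full effect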
FLuc inh counter = Photinus pyralis luciferase inhibition counter-screen; inhibition, % at 10 µM; AID 1006; ATPLite firefly luciferase biochemical luminescence, 10 min; 200,000 compounds, 1.5% hits; P08659;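 active means inhibition above about 50% when tested at 10 µM, limit read from the data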
* = called active by the depositor. Not a hit list. About 3.6% of those tested had a hit in this group.

SMILES	NF-kB expr up	PMI act hi M6P	FLuc act counter	bIAP activator	APP 5'UTR act	TNAP act hi DEA	PMI activator	TNAP inh noacc	TNAP inh hi DEA	FLuc inh counter
CC(C)=CCC/C(C)=C/COc1ccc2ccc(=O)oc2c1	1.1	1	1.1	0.9	-19	1.1	0.9	2	-5	-14
CC(C)NC(=O)NC(=O)COc1ccc(Br)cc1Br	5.1*	1	0.5	1.2	203*	1	1	-5	1	47
O=[N+]([O-])/C=C/c1cn(Cc2ccccc2)c2ccccc12	1.1	1.1	1.1	0.8	10	1	1	19	0	-6
O=S(=O)(c1ccc(OCC(O)CN2CCCC2)cc1)N1CCOCC1 (stereo not given)	1.1	1	1	1	11	1	1.1	4	1	-4
O=C(COc1ccc(Br)cc1Br)NC(=S)Nc1cccc(CO)c1	1.5	0.9	0.8	0.9	96	1	0.9	2	-1	18
O=C1OCc2cc(-n3cccc3)ccc21	1.4	1.2	1.1	1	-14	1	1.2	-9	0	-6
CN(C)CCNC(=O)CNC(=S)N(CCCN1CCOCC1)Cc1cccs1	1.5	1.1	1.1	1.2	-9	1	1.1	-34	-2	-7
C=CCOc1c(CNc2cccc(C(=O)O)c2)cccc1OCC	1.6	1	1	1	11	0.9	1	-5	5	0
CCOC(=O)c1cnc(SCCN2CCOCC2)nc1N	1.2	1.1	1.1	1	44	1	1	-8	-3	-6
COc1ccccc1CNC(=S)NC1CCCC1	1	1	1.1	1.1	-1	1	1	-7	-4	-7
COc1ccc(NC(=O)CC2C(=O)N(c3ccc(Cl)cc3)C(=S)N2CCc2ccncc2)cc1 (stereo not given)	1.7	0.9	1	1.1	13	1.1	0.9	-6	-5	-5
Cc1ccc(-n2ncc(C(=O)Nc3cc(Cl)cc(Cl)c3)c2C2CCNCC2)cc1C	1.4	0.9	1.1	6.1*	-79	1.2	1	-12	-25	-6
CCN(CC(=O)Nc1ccc(OC)cc1)CC(=O)Nc1ccc(Cl)cc1F	0.87	0.9	1.1	1.1	17	1	1	-9	-2	-6
CC1Cn2c(nc3c2c(=O)[nH]c(=O)n3C)O1 (stereo not given)	1.1	1	1	1	14	1.1	0.9	-12	-5	-4
CCN(CC(=O)NCc1ccc(Cl)cc1)C(=O)/C=C/c1cccs1	0.89	1	1	0.8	1	1	1	-6	-3	-4
CCOC(=O)C1=C(CNCCc2ccc(Cl)cc2)NC(=O)NC1c1ccc2c(c1)OCO2 (stereo not given)	0.73	0.9	1	1	9	1	0.9	-2	1	-1
COc1ccc(/C=N/N=C2\SCC(=O)N2c2c(C)n(C)n(-c3ccccc3)c2=O)cc1OC	1.4	0.9	1.1	1	-5	1.1	1.1	-5	-8	-8
N=C1C(c2ccccc2)=C(O)CN1c1ccccc1N1CCOCC1	1.1	1	1.1	1	-1	1.1	1.1	-16	-7	-6
COC(=O)C1C(O)=CC(=O)CC1C (stereo not given)	1.3	0.9	1	0.9	16	1.1	0.9	-5	-8	-5
O=C(Nc1ccc(NC(=O)c2sc3ccccc3c2Cl)cc1Cl)c1ccco1	1.6	0.9	1	0.8	22	1	1	-3	2	1
CC(C)N1C(=O)CCC1C(=O)NCc1cccs1 (stereo not given)	1.2	1.2	1.1	1	15	1	1.2	-6	-5	-10
Cc1cccc(-c2cc3c(N=O)c4ccccc4c-3n[nH]2)c1	3.8*	1	0.4	0.9	142*	1	1	1	-5	63*
Clc1cccc(-c2nnc(SC/C=C/c3ccccc3)n2Cc2ccco2)c1	0.86	0.9	1.1	0.3	2	1.1	0.7	-15	-9	-5
COc1ccc(S(=O)(=O)Nc2cccc(/C=C/C(=O)O)c2)cc1	1.1	1.1	1	4.6*	-4	1	1.1	-21	5	2
COc1ccc(N2CCN(c3nc4c(c(=O)[nH]c(=O)n4C)n3Cc3cccc(C)c3)CC2)cc1	0.94	0.8	1	0.9	-3	1	0.7	-28	1	-1
Cc1ccccc1NC(=O)Cn1nnc(-c2ccc(N3CCOCC3)cc2)n1	0.96	1.1	1	1	-7	1	1.1	3	-4	4
COCC(C)n1c(C)cc(C(=O)CN2C(=O)NC3(CCCCC3C)C2=O)c1C (stereo not given)	0.94	1	1	1	-14	1	1	-10	-3	-1
COc1ccccc1C1C2=C(CC(C)(C)CC2=O)Nc2nnnn21 (stereo not given)	0.89	1	1	0.8	-2	1	1	0	1	-2
CC1(NC(=O)N2CCOCC2)CCS(=O)(=O)C1 (stereo not given)	1.2	1	1	1	-10	1	1	-6	3	1
c1ccc(C2NCCn3cccc32)cc1 (stereo not given)	1.1	1.2	1	1	-4	1.1	1.2	-10	-6	2
O=C(/C=C/c1ccc2c(c1)OCO2)Nc1c(C(=O)O)[nH]c2ccccc12	1.2	0.9	0.1	1	10	1	0.8	4	3	91*
COc1cc(OC)c(OC)cc1/C=N/Nc1ncnc2c1[nH]c1ccccc12	0.99	1	0.9	1	2	1	0.9	-2	2	6
CCC(=O)NC(NC(=O)CC)C(Cl)Cl	1.5	1	1	1	4	1	1	-4	5	-5
O=C(O)C1CCCN(C(=O)NCc2ccccc2)C1 (stereo not given)	1	0.7	1	1	4	1.1	1	-12	-9	-3
O=C(N/N=C/c1ccco1)c1ccn[nH]1	1.1	0.9	0.9	1.3	18	1	1	-57	0	7
CC(C)C(C)(C#N)NC(=O)CSc1nncn1-c1ccccc1 (stereo not given)	1	1	1	1	31	1	1.1	-9	-1	-1
O=C(N/N=C/c1ccc2c(c1)OCO2)c1cc(-c2ccncc2)nc2ccccc12	1	0.9	1	1.1	-67	1	0.8	2	-1	4
CCOc1ccc(S(=O)(=O)NCCCN2CCCC2=O)cc1	0.98	1	1	1	-2	1	1	-3	0	-3
COc1ccccc1C(=O)N1CCCC(c2nc(-c3cc(OC)c(OC)c(OC)c3)no2)C1 (stereo not given)	0.88	1	1.1	1	6	1	1	-4	-5	-9
CCOC(=O)N1CCC(NC(=O)c2cccn3c(=O)c4cc(Br)ccc4nc23)CC1	0.47	1	1.1	1	-5	1	1	11	-2	-8
CCN(C(=O)COC(=O)c1ccc(N2C(=O)c3ccccc3C2=O)cc1)C1CCS(=O)(=O)C1 (stereo not given)	1.2	1	1	1	-2	1.1	1	-11	-6	-5
Cc1ccc(NC(=O)c2ccc3ccccc3n2)cc1S(=O)(=O)N1CCOCC1	0.62	0.8	1	1	3	1	0.9	8	-3	0
Cc1cccc(-c2cc3nc4c(c(NCc5ccco5)n3n2)CCCC4)c1	3.2	0.8	0.9	1	124	1	0.8	-4	-2	14
COc1cc(-c2nc3ccccc3c(=O)n2N)cc(OC)c1OC	1.1	1	1	0.6	16	1	1	-3	-1	-4
CCC(c1nnc(SCC(=O)Nc2ccc(Cl)cc2C(F)(F)F)n1C1CCCCC1)N(C)C (stereo not given)	0.67	0.9	1	0.6	12	1	0.8	-12	-1	-4
COc1ccc(/C=N/NC(=O)COc2cc(C)cc(C)c2)cc1COC(C)=O	1.2	0.9	1	1	-17	1	0.9	-5	-2	-4
Cc1cc(C)n(-c2ccc(C(=O)OCC(=O)c3c(N)n(C)c(=O)n(C)c3=O)cc2)n1	0.98	0.8	1.1	1	-7	1	0.9	-5	-4	-8
CCC(=O)N1CCN=C1SCc1ccccc1	1.1	1.1	1	1	-21	1	1.1	16	-3	-3
COc1cccc(N2CCN(C(=O)c3ccc(=O)oc3)CC2C)c1 (stereo not given)	1.1	0.9	1	1.1	8	1.1	0.9	-15	-6	-1
CCc1c(C(=O)N/N=C/c2ccsc2)csc1C	1.2	0.9	0.9	1	4	1	0.9	-6	-3	14

Random excerpt: two compounds from above, in no set order.
SMILES	NF-kB expr up	PMI act hi M6P	FLuc act counter	bIAP activator	APP 5'UTR act	TNAP act hi DEA	PMI activator	TNAP inh noacc	TNAP inh hi DEA	FLuc inh counter
Clc1cccc(-c2nnc(SC/C=C/c3ccccc3)n2Cc2ccco2)c1	0.86	0.9	1.1	0.3	2	1.1	0.7	-15	-9	-5
CCOC(=O)N1CCC(NC(=O)c2cccn3c(=O)c4cc(Br)ccc4nc23)CC1	0.47	1	1.1	1	-5	1	1	11	-2	-8

(list continues)
SMILES	NF-kB expr up	PMI act hi M6P	FLuc act counter	bIAP activator	APP 5'UTR act	TNAP act hi DEA	PMI activator	TNAP inh noacc	TNAP inh hi DEA	FLuc inh counter
O=C(c1ccc2c(c1)OCO2)N1CCc2ccccc2C1	1.9	0.9	0.7	0.9	46	1	0.9	-4	1	28
O=C(c1c(Cl)nc2sccn12)N1CCCc2ccccc21	0.98	1	1	1.1	34	1	1	2	2	0
Cc1cccc(Oc2coc3cc(OC(=O)c4cccs4)ccc3c2=O)c1	1.6	1	1	0.9	30	1	0.9	-7	-3	-1
CCC(C(=O)NC1CCCC1)N(C(=O)Cn1nnc(-c2cccs2)n1)c1cnc2ccccc2c1 (stereo not given)	1	0.9	1.1	0.9	-6	1	0.9	-3	-4	-9
CCC(C)NCCOCCOc1ccc(Br)cc1C (stereo not given)	1	1.1	1	1	19	1	1.1	-6	-1	-3
CC(C)CCN1CCN(Cc2ccc(C#CC(C)(C)O)s2)CC1CCO (stereo not given)	1.2	1	1	1	-20	1	1	-8	-5	-1
CCC(C)C(NC=C1C(=O)OC(C)(C)OC1=O)C(=O)O (stereo not given)	1.1	1	1.1	0.9	-10	1	1	-8	-3	-8
Cc1cc(N2C(=O)C3C4CCC(C4)C3C2=O)no1 (stereo not given)	1	1	1.1	1	9	1	1	-6	-3	-6
Cc1ccc(OC(=O)c2cc3ccccc3o2)cc1	1	0.9	0.3	0.9	1	1	0.9	-14	-2	73*
CCOc1cc(CNCCO)c(Cl)cc1OCC(=O)NCCc1ccccc1	1	1	1.1	1.1	-3	1	1	-8	-1	-7
CC(=O)c1cnc2cc(-c3ccccc3)nn2c1C	2.9	0.9	0.8	1	16	1	0.8	-10	-1	25
COc1cccc(CN(C(=O)Cc2c[nH]c3ccccc23)C(C(=O)NC2CCCCC2)c2ccc(C)o2)c1 (stereo not given)	0.43	0.9	1	1.3	4	1	0.8	-13	-2	-4
CSc1nc2ccc(NS(=O)(=O)c3ccc4c(c3)OCCO4)cc2s1	1.3	0.8	1.1	0.9	18	1	0.9	-10	-4	-6
COc1cc(/C=C(\C#N)c2nc3ccccc3[nH]2)cc(Br)c1OCc1ccccc1	0.57	1.2	1.1	0.8	67	1	1.2	-4	2	-7

One compound at a time, from the list above. Order of values: NF-kB expr up | PMI act hi M6P | FLuc act counter | bIAP activator | APP 5'UTR act | TNAP act hi DEA | PMI activator | TNAP inh noacc | TNAP inh hi DEA | FLuc inh counter
`COc1cccc(CN(C(=O)Cc2c[nH]c3ccccc23)C(C(=O)NC2CCCCC2)c2ccc(C)o2)c1` (stereo not given) is listed with 0.43 | 0.9 | 1 | 1.3 | 4 | 1 | 0.8 | -13 | -2 | -4
`O=C(Nc1ccc(NC(=O)c2sc3ccccc3c2Cl)cc1Cl)c1ccco1` is listed with 1.6 | 0.9 | 1 | 0.8 | 22 | 1 | 1 | -3 | 2 | 1
`CC(=O)c1cnc2cc(-c3ccccc3)nn2c1C` is listed with 2.9 | 0.9 | 0.8 | 1 | 16 | 1 | 0.8 | -10 | -1 | 25
`COc1ccccc1C1C2=C(CC(C)(C)CC2=O)Nc2nnnn21` (stereo not given) is listed with 0.89 | 1 | 1 | 0.8 | -2 | 1 | 1 | 0 | 1 | -2
